# inhibitors of VEEV: inhibitors of VEEV TC-83 cytopathic effect, confirmation, Vero cells (AID 588727); Vero cells, VEEV TC-83 cytopathic effect inhibition; higher % means a stronger effect; inhibition, % at 20 µM; hits with a dose series show IC50 in µM; hit rate 0.13% among 350,000; in the data active = a potency from the dose series; inconclusive = inhibition mostly from about 14% at the one dose, without a potency; inactive = the rest, 99 in 100 with inhibition below about 12%; note: strong numbers were not always called active
# H37Rv inhibition: M. tuberculosis growth inhibition, HTS (AID 449762) | M. tuberculosis H37Rv growth inhibition, 7H9 media; higher % means a stronger effect | inhibition, % at 25 µM, or IC50 in µM where a hit was titrated | hit rate 0.59% among 330,000; in the data active = a potency from the dose series; inconclusive = inhibition above about 70% without an active follow-up result;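 note: bacterial growth assessed after seven days of incubation; strong numbers were not always called active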
# tuberculosis growth: growth inhibition of non-replicating M. tuberculosis (AID 488890); one-dose inhibition, % at 25 µM; IC50 in µM for titrated hits; hit rate 0.39% among 320,000; Mycobacterium tuberculosis non-replicating, growth inhibition; higher % means a stronger effect; in the data active = a potency from the dose series; inconclusive = inhibition mostly from about 82% at the one dose, without a potency; inactive = the rest, 99 in 100 with inhibition below about 76%;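 note: plate controls were DMSO cells for no effect and high antibiotic wells for full effect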
# influenza NS1A: H1N1 influenza NS1A inhibitors, functional cell based assay (AID 504329) | hit rate 0.3% among 340,000 | inhibition, % at 12.5 µM; hits with a dose series show IC50 in µM | NS1A functional cell-based assay, percent inhibition; higher % means a stronger effect; in the data active = a potency from the dose series; inconclusive = inhibition above about 27% without an active follow-up result; note: strong numbers were not always called active
# PhoP GFP inhibition: PhoP regulon inhibitors, Salmonella typhi PhoP promoter GFP reporter, confirmatory (AID 1850); hit rate 0.33% among 310,000; inhibition, % at 50 µM; hits with a dose series show IC50 in µM; Salmonella Typhi PhoP-promoter GFP reporter, fluorescence, 4 h; higher % means a stronger effect; in the data active = a potency from the dose series; inconclusive = inhibition mostly from about 25% at the one dose, without a potency; inactive = the rest, 99 in 100 with inhibition below about 19%;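 note: 0% = induced wells with vehicle and 100% = uninduced wells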
# inhibitors of VEEV 10K pilot screen: second read-out of inhibitors of VEEV, no call of its own (marks repeat the call); inhibition, %; measured here: 10K pilot screen inhibition
# Starred values were filed as active, the others as inactive; i = inactive; ? = inconclusive; . = no result given.
SMILES,inhibitors of VEEV,H37Rv inhibition,tuberculosis growth,influenza NS1A,PhoP GFP inhibition,others
CCCCCCCCOC1OC(CO)C(O)C(O)C1NC(C)=O (centres undefined),6.6%,11%,6%,12%,-9%,
CCOc1ccccc1NC(=O)c1ccc(Cl)c(NC(=O)CC(c2ccccc2)c2ccccc2)c1,1.3%,12%,9%,-6%,-4%,
COc1ccc(CN2CCOCC2)cc1Br,0.6%,-9%,-9%,3%,3%,
O=c1c2ccccc2nc(-c2ccccc2)n1-c1nccs1,2.5%,-2%,7%,2%,-7%,
O=C1/C(=C/c2ccc([N+](=O)[O-])cc2)C=C(c2ccccc2)N1c1ccc(O)cc1,3.9%,?,47%,12%,-2%,
CN(C)/C=C/C(=O)c1cccc(Oc2ncccn2)c1,0.9%,3%,6%,-9%,2%,
CCOC(=O)c1c(NC(=O)c2nn(CC)cc2Br)sc(C)c1C,3.1%,-3%,17%,-8%,0%,
O=C(NNC(=O)C1CCCO1)c1ccc(Cl)cc1 (centres undefined),3.0%,13%,-12%,5%,-12%,
O=C(CN1C(=O)CCC1=O)c1ccc(-c2ccccc2)cc1,0.6%,0%,2%,-1%,-3%,
COc1ccc(-n2c(SCc3ccc(C#N)cc3)nnc2-c2ccccn2)cc1,5.9%,-3%,26%,9%,-10%,
COc1ccc(NC(=O)COc2ccccc2F)cc1S(=O)(=O)N1CCCCC1,4.2%,9%,4%,22%,-6%,
O=C(Cn1cc2c(n1)CCCCC2)Nc1c(F)cc(F)cc1Br,i,-11%,6%,13%,-3%,
CC(=O)c1c(C)oc(C)c1CSCc1ccc(C(=O)O)o1,4.6%,-4%,-8%,2%,-2%,
COc1ccccc1CCC(=O)OCC(=O)Nc1cccc(S(=O)(=O)N2CCCCC2)c1,0.5%,7%,4%,9%,-7%,
Cc1ccc(C(=O)N/C(=C\c2cccs2)C(=O)NCCCn2ccnc2)cc1,i,0%,-11%,-2%,-3%,
CCN(CC)C(=O)COc1ccc2oc(-c3ccco3)cc(=O)c2c1,1.6%,-1%,27%,-10%,-4%,
COc1cccc(NC(=O)c2c(C)nn(-c3ccccc3)c2Cl)c1,1.6%,4%,42%,-7%,-4%,
Cc1noc(C)c1S(=O)(=O)N(CC(=O)NCCc1ccccc1)c1ccc(C(C)C)cc1,1.2%,7%,12%,-2%,-6%,
CCN(CC)C(=O)c1ccc(C(=O)Nc2ccc(F)cc2)cc1,i,1%,9%,-8%,1%,
Cc1ccccc1OCC(O)Cn1c(NCc2ccco2)nc2c1c(=O)[nH]c(=O)n2C (centres undefined),i,-3%,-6%,-7%,-9%,
Cc1ccc(-c2cc3ncc(C#N)c(N)n3n2)cc1,0.6%,2%,16%,7%,-6%,
COc1cccc2c1OCC(CN1CCN(Cc3ccccc3F)C(CCO)C1)=C2 (centres undefined),0.2%,-7%,-11%,-3%,4%,
O=C(NCCN1CCOCC1)c1c(O)nc2sccn2c1=O,1.3%,0%,-19%,-4%,12%,
CC(C)(C)n1nc2c(c1NC(=O)c1c(F)cccc1F)CS(=O)(=O)C2,0.9%,2%,-4%,-2%,5%,
CCN(CC)CC(=O)c1c[nH]c2ccc(C)cc12,3.6%,1%,4%,13%,13%,

# Additional entries follow.
SMILES,inhibitors of VEEV,H37Rv inhibition,tuberculosis growth,influenza NS1A,PhoP GFP inhibition,others
Cc1ccccc1Nc1nc(N)nc(COC(=O)[C@@H](NC(=O)c2ccccc2Cl)C(C)C)n1,11%,6%,-6%,-7%,-1%,
COc1cc(C(=O)NCCc2c[nH]c3ccccc23)ccc1OCc1c(C)noc1C,9.5%,15%,9%,7%,7%,
Cc1c(CC(=O)N2CCN(C(=O)C3COc4ccccc4O3)CC2)c(=O)oc2c(O)c(O)ccc12 (centres undefined),0.6%,4%,25%,2%,10%,
CCOC(=O)N1CCN(c2nc3ccccc3nc2C(C#N)C(=O)NCCc2ccccc2)CC1 (centres undefined),11%,-9%,15%,2%,-2%,
CC1CCN(S(=O)(=O)c2ccc(N/N=C(/C#N)C(N)=O)cc2)CC1,1.1%,5%,9%,4%,0%,
CN(C)CC1(c2ccccc2)CCCC1,3.6%,-4%,-8%,2%,-6%,
Cc1nc(NCc2ccccc2)sc1C(=O)Nc1ccccc1,0.7%,4%,-1%,0%,-8%,
CCCNc1nc(NCC)nc(OC)n1,0.0%,-4%,-9%,-23%,-16%,
COCCn1c(=NC(=O)CCS(=O)(=O)c2ccccc2)sc2cc(C(=O)OC)ccc21,0.7%,-13%,-9%,-1%,-5%,
COc1cccc(NC(=O)CSc2nnc(CN3CCOCC3)n2C)c1,0.7%,0%,-3%,1%,8%,
S=C(Nc1ccc(Cl)c(Cl)c1)NN1CCOCC1,i,-5%,7%,-3%,0%,
O=[N+]([O-])c1ccc(CSc2ccc(S(=O)(=O)N3CCCCC3)cn2)cc1,i,-3%,37%,3%,.,
N/C(Cn1cncn1)=N\NC(=O)C(=O)Nc1ccc(Cl)cc1Cl,2.0%,-8%,7%,3%,5%,inhibitors of VEEV 10K pilot screen=1.6
CC(=O)c1ccc2noc(-c3ccc(Cl)cc3)c2c1,0.0%,13%,4%,3%,2%,
CCOC(=O)C1Cc2ccccc2CN1 (centres undefined),0.3%,0%,-5%,2%,9%,
Fc1ccc(-c2cc(C(F)(F)F)nc(NCc3cccs3)n2)cc1,1.0%,4%,32%,12%,6%,
CCCCN1C(=O)NC(=O)C2(Cc3c(nc4c(C)cccn4c3=O)N3CCc4ccccc4C32)C1=O (centres undefined),3.7%,59%,55%,0%,5%,
COc1ccc(CCNC(=O)C(=O)N2CCCCC2)cc1OC,1.4%,-2%,-6%,3%,3%,
Cc1cccc(CNC(=O)c2ccc(NC(=O)C3=CSCCO3)cc2)c1,3.7%,4%,71%,-5%,-2%,
Cc1cccc(N2CCCn3c2nc2c3c(=O)n(CCN3CCOCC3)c(=O)n2C)c1,0.3%,2%,18%,-8%,-15%,
COc1ccccc1C(=O)NCCCCNC(=O)c1ccccc1OC,6.8%,-1%,20%,7%,6%,
CC1CN(c2nc(N(C)c3ccccc3)nc(N)c2[N+](=O)[O-])CC(C)O1 (centres undefined),2.8%,-5%,20%,12%,8%,
CCC(C)N1CC(O)=C(c2nc3ccccc3[nH]2)C1=N (centres undefined),0.4%,-4%,11%,5%,-5%,
COc1ccc(/C=N/NC(=O)c2cc(-c3cccnc3)nc3ccccc23)c(OC)c1,3.2%,3%,-1%,-1%,13%,
COc1ccc(NC(=O)O/N=C/c2ccncc2)cc1,i,?,25%,11%,4%,

# Among those listed so far, these have an aryl thioether with sulfur outside any ring.
SMILES,inhibitors of VEEV,H37Rv inhibition,tuberculosis growth,influenza NS1A,PhoP GFP inhibition,others
COc1ccc(-n2c(SCc3ccc(C#N)cc3)nnc2-c2ccccn2)cc1,5.9%,-3%,26%,9%,-10%,
COc1cccc(NC(=O)CSc2nnc(CN3CCOCC3)n2C)c1,0.7%,0%,-3%,1%,8%,
O=[N+]([O-])c1ccc(CSc2ccc(S(=O)(=O)N3CCCCC3)cn2)cc1,i,-3%,37%,3%,.,

# 7 structures from above, sorted by SMILES length, high to low.
SMILES,inhibitors of VEEV,H37Rv inhibition,tuberculosis growth,influenza NS1A,PhoP GFP inhibition,others
CCOC(=O)N1CCN(c2nc3ccccc3nc2C(C#N)C(=O)NCCc2ccccc2)CC1 (centres undefined),11%,-9%,15%,2%,-2%,
COc1ccc(/C=N/NC(=O)c2cc(-c3cccnc3)nc3ccccc23)c(OC)c1,3.2%,3%,-1%,-1%,13%,
Fc1ccc(-c2cc(C(F)(F)F)nc(NCc3cccs3)n2)cc1,1.0%,4%,32%,12%,6%,
O=C(Cn1cc2c(n1)CCCCC2)Nc1c(F)cc(F)cc1Br,i,-11%,6%,13%,-3%,
COc1ccccc1C(=O)NCCCCNC(=O)c1ccccc1OC,6.8%,-1%,20%,7%,6%,
CCCCCCCCOC1OC(CO)C(O)C(O)C1NC(C)=O (centres undefined),6.6%,11%,6%,12%,-9%,
COc1ccc(NC(=O)O/N=C/c2ccncc2)cc1,i,?,25%,11%,4%,

# Other entries:
SMILES,inhibitors of VEEV,H37Rv inhibition,tuberculosis growth,influenza NS1A,PhoP GFP inhibition,others
COCc1[nH][nH]c(=O)c1C=NCC(=O)OC,0.3%,-3%,-4%,-12%,-2%,
O=C(CN1CCN(Cc2ccccc2)CC1)NC(=O)NC1CCCCC1,1.6%,0%,9%,7%,11%,inhibitors of VEEV 10K pilot screen=0.3
CCOC(=O)c1sc(=S)n(C)c1C,5.4%,-5%,-4%,8%,-9%,
CCCNS(=O)(=O)c1cccc2cccnc12,0.4%,1%,11%,-1%,-9%,
COc1cc(NCCC(=O)c2cccs2)c(OC)cc1Cl,3.9%,?,4µM*,4%,7%,
COc1ccc(Cl)cc1NC(=O)CCN1C(=O)C2CC=CCC2C1=O (centres undefined),4.0%,-10%,4%,9%,-4%,
CCCn1c(SCC(=O)N2CCc3ccccc3C2)nc(O)cc1=O,1.2%,-4%,7%,-11%,.,
Cn1cc(SCC(=O)NC2CCCC2)c2ccccc21,2.9%,0%,5%,6%,-7%,
C#CCN1C(=O)S/C(=C\c2cc3c(cc2OC)OCO3)C1=O,0.7%,7%,4%,-1%,-6%,
O=C(/C=C/c1ccco1)N1CCC(Cc2ccccc2)CC1,0.4%,-6%,77%,6%,5%,
Cc1ccc(/C=N/NC(=O)c2c(C)nc3ccc(Br)cn23)cc1,i,-3%,-13%,-5%,9%,
O=C1CSC(=S)N1c1ccc(F)c(Cl)c1,3.0%,-3%,17%,-2%,5%,
CS(=O)(=O)Nc1cccc(-c2cn3ccccc3n2)c1,5.9%,-1%,-2%,-4%,19%,
CC(=O)NCc1ccc(C(=O)O)cc1,0.7%,-2%,-14%,-7%,1%,
Cc1cccc(N2C(=O)CC(SC(=Nc3ccccc3)Nc3ccccc3)C2=O)c1 (centres undefined),5.4%,4%,31%,9%,-7%,
COc1ccccc1-c1nnc(SCC(=O)O)n1-c1ccccc1,0.7%,-8%,5%,4%,5%,
Cc1ccc(C(=O)N[C@H](C(=O)OCc2cc(=O)oc3cc(C)ccc23)C(C)C)cc1,i,-9%,-18%,-8%,-7%,
CCOCC(=O)Nc1cc(C)on1,2.0%,-1%,7%,2%,-26%,
Cc1cc(C)c(S(=O)(=O)c2ccccc2)c(OC(=O)c2c(F)cccc2Cl)n1,0.9%,-5%,.,5%,3%,
CN1CC(C(=O)c2ccc(Cl)cc2)C(c2ccc(N(C)C)cc2)C1 (centres undefined),i,10%,20%,44µM*,-1%,
CC(=O)Nc1c(Cl)cc([N+](=O)[O-])c2ccccc12,0.1%,3%,-4%,4%,10%,
CN(C)c1ccnc(Nc2ccc(O)cc2)c1C#N,i,-11%,-10%,7%,8%,inhibitors of VEEV 10K pilot screen=0.3
Cc1cc(C(=O)NNC(=S)NCC(C)C)no1,i,-4%,2%,4%,4%,
Cc1cc(C(=O)Nc2cccc(-c3ccc(N4CCOCC4)nn3)c2)ccc1[N+](=O)[O-],3.3%,43%,39%,3%,4%,
OC1CCCN(Cc2ccccc2)C1 (centres undefined),0.1%,-13%,-5%,5%,-6%,

# Following part
SMILES,inhibitors of VEEV,H37Rv inhibition,tuberculosis growth,influenza NS1A,PhoP GFP inhibition,others
CCCCN(C)S(=O)(=O)c1cc(Br)cc2c1N(C(=O)C1CC1)CC2,3.3%,7%,31%,-2%,7%,
CCOc1ccc(NC(=O)c2ccc(NC(=O)c3ccccc3Br)cc2)cc1,2.4%,.,.,-15%,.,
c1ccc(-c2csc3ncnc(NCCCN4CCOCC4)c23)cc1,3.1%,0%,9%,-9%,-4%,inhibitors of VEEV 10K pilot screen=0.5
Cc1ccnc(NS(=O)(=O)c2ccc(NC(=O)C3C4C=CC(C4)C3C(=O)O)cc2)n1 (centres undefined),0.4%,1%,16%,-10%,4%,
CCC(C)C1=CC(=Nc2c(C)n(C)n(-c3ccccc3)c2=O)C=C(C(C)CC)C1=O (centres undefined),1.2%,15%,7%,-1%,4%,
O=C1CNC(=O)N1CC(=O)N1CCCc2ccccc21,i,-10%,5%,6%,-1%,
CC(=O)c1cccc(CN2CCN(CCc3ccccc3)C(CCO)C2)c1 (centres undefined),0.9%,2%,62%,-3%,3%,
O=C(CNC(=O)c1ccc(S(=O)(=O)N2CCCC2)cc1)N/N=C/c1ccc(Cl)cc1Cl,i,3%,-7%,14%,-12%,
CN(C)CCSc1nc(-c2ccccc2)nc2c1COC(C)(C)C2,1.5%,-7%,11%,9%,-12%,inhibitors of VEEV 10K pilot screen=0.1
COCCCN1CN(S(=O)(=O)c2ccc(C)cc2C)c2nc3ccccc3nc21,i,10%,21%,-2%,6%,
COc1cccc(C(=O)Nc2ccc3[nH]ncc3c2)c1,0.9%,2%,0%,5%,0%,
CCOC(=O)/C(C#N)=C(\O)c1ccc(NC(=O)c2ccc([N+](=O)[O-])cc2)cc1,0.7%,?,29%,.,2%,
